# Jurkat NFkB inh – inhibitors of induced NF-kB luciferase reporter, primary screen, TCR NF-kB activation inhibitor project, cell-based, luminescence, uHTS. Jurkat, PMA/ionomycin-induced NF-kB luciferase reporter. inhibition, % at 4 µM. 0.53% of 330,000 active; in the data active = inhibition above about 50%
# EBI2 block – EBI2 receptor antagonists, beta-arrestin recruitment, primary screen, cell-based, luminescence, 7a,25-OHC stimulation, uHTS; 0.81% of 360,000 active; G-protein coupled receptor 183 (Homo sapiens), P32249; AID 651636, 2012; 7a,25-OHC stimulated; inhibition, % at 5 µM; in the data active = inhibition above about 38%;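 note: enzyme fragment complementation signal reports receptor beta-arrestin coupling in cells; 0% = agonist plus DMSO wells and 100% = wells without agonist; some results beyond the cut were filed as inactive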
# CXCR6 inh – CXCR6 receptor inhibitors, primary screen, cell-based, beta-arrestin, luminescence, CHO-K1 PathHunter, 1536-well; C-X-C chemokine receptor type 6 (Homo sapiens), O00574; inhibition, % at 20 µM; 0.36% of 360,000 active; in the data active = inhibition above about 34%, passing the limit was not always enough;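 note: antagonist mode with CXCL16 agonist at 10 nM final; 0% = 10 nM CXCL16 with DMSO and 100% = unstimulated wells without agonist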
# Target sequence (O00574 whole entry, looked up): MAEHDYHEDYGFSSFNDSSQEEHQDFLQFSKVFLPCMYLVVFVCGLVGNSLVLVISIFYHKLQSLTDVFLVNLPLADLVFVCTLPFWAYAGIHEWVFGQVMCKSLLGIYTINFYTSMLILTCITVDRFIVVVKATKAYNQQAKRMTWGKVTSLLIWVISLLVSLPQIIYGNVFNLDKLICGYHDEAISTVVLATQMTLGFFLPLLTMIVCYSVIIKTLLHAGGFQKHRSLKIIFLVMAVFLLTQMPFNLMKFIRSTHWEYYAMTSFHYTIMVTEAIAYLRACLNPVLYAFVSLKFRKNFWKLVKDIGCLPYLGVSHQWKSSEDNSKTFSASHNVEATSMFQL
# CCR6 antagonist – CCR6 receptor antagonists, primary screen, cell-based, CHO-K1, luminescence, beta-arrestin, uHTS; CHO-K1 CCR6 PathHunter beta-arrestin, CCL20-stimulated; 0.49% of 340,000 active; AID 493098, 2011; inhibition, % at 20 µM; C-C chemokine receptor type 6 (Homo sapiens), P51684;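 active = compounds whose inhibition of the agonist-driven luminescence signal at 20 µM reaches about 50%, limit read from the data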;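 note: cells stimulated with CCL20 at 14 nM final; plate controls were DMSO with CCL20 for no effect and DMSO without agonist for full effect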
# Target sequence (P51684 whole entry, looked up): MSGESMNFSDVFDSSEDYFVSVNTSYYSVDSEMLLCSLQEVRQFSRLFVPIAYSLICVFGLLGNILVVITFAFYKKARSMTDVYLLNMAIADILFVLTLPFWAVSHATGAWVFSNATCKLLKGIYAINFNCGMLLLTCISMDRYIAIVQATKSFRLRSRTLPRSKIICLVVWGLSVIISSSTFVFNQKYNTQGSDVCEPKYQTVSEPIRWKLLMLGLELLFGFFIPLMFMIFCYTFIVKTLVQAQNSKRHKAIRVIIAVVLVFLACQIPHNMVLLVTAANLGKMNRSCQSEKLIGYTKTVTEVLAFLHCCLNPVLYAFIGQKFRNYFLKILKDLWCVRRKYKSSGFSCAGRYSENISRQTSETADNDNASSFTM
# APJ antag – antagonists of human apelin receptor APJ, primary screen, CHO-K1 cells, beta-arrestin complementation, luminescence | P35414 | inhibition, % at 20 µM | 0.32% of 330,000 active;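 active = inhibition above about 40% at 20 µM, limit read from the data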;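 note: cells challenged with 10 nM apelin-13 agonist together with compound; plate controls were apelin-13 plus DMSO wells for no effect and DMSO wells lacking apelin-13 for full effect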
# Gli-Sufu block – Gli-Sufu pathway antagonists, primary screen, luciferase luminescence, Sufu-KO-LIGHT cells, uHTS; 0.74% of 340,000 active; inhibition, % at 5 µM; AID 588413, 2011; Sufu-KO-LIGHT fibroblasts, Gli luciferase reporter luminescence;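 active = inhibition above about 55%, limit read from the data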;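 note: 0% = DMSO-treated cells and 100% = wells with medium but no cells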
# UBC13 polyUb – UBC13 polyubiquitin chain formation inhibitors, primary screen, biochemical, TR-FRET, uHTS; Ubiquitin-conjugating enzyme E2 N (Homo sapiens), P61088; inhibition, % at 20 µM; 0.47% of 330,000 active; in the data active = inhibition above about 45%, passing the limit was not always enough
# Target sequence (P61088 whole entry, looked up): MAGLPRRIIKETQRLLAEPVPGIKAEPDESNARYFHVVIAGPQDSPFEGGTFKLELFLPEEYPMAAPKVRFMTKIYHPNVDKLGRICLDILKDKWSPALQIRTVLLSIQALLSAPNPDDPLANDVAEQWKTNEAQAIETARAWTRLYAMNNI
# 697 NFkB inh – inhibitors of PMA/ionomycin-induced NF-kB reporter, 697 cells, primary screen, B-cell NF-kB inhibitor project, cell-based, luminescence, uHTS | 697 B-cell NF-kB luciferase reporter, 16 h | 0.33% of 330,000 active | AID 435022, 2010 | inhibition, % at 4 µM; in the data active = inhibition above about 35%
# Numbers without * were called inactive; x = not tested or not shown. This is a random part of the collection; any-hit rate near 3%.
Molecule	Jurkat NFkB inh	EBI2 block	CXCR6 inh	CCR6 antagonist	APJ antag	Gli-Sufu block	UBC13 polyUb	697 NFkB inh
O=C(Nc1ccccc1N1CCOCC1)c1ccc(S(=O)(=O)NCc2ccco2)cc1	10	-8	-8	4	13	30	4	4
CCOC(=O)C1=C(C)NC(SCC(N)=O)=C(C#N)C1c1cccs1 (stereo unspecified)	5	-12	-12	-36	10	-5	9	6
Cc1cc(NC(=O)C(C)C)ncc1NC(=O)CCc1ccccc1	11	-2	5	-6	0	14	2	11
CC1C/C(=N\NC(=O)CCc2ccc(S(=O)(=O)N3CCOCC3)cc2)CC(C)(C)C1 (stereo unspecified)	-7	4	6	10	-13	-2	-10	7
COc1ccc(CCNC(=O)COC(=O)c2cccn2C)cc1	-8	-2	-3	3	3	5	-14	0
CCn1c2ccccc2c2cc(NC(=O)COC(=O)c3ccccc3Br)ccc21	-45	0	3	23	2	-1	8	4
Cc1cccc(NC(=O)CS(=O)(=O)Cc2ccccc2)n1	4	3	-4	-7	-5	-6	6	11
CCOc1ccc(-n2c(=O)c3sccc3n(Cc3cccc([N+](=O)[O-])c3)c2=O)cc1	7	12	8	13	22	12	4	6
Cc1ccc(N2C(=O)CC(C3CCCO3)C2=O)cc1 (stereo unspecified)	8	-1	9	-4	-19	4	-7	0
Cc1cccc(-c2ncc(CN3CCCC(CO)(Cc4cccc(Cl)c4)C3)cn2)c1 (stereo unspecified)	-4	10	15	3	-5	7	-10	17
O=C(Nc1cccc(C(F)(F)F)c1)C1CCCN(S(=O)(=O)c2cnc[nH]2)C1 (stereo unspecified)	-15	-1	-2	-1	-1	-3	7	-5
COc1ccc(-n2c(=O)c3c4c(sc3n(CC(=O)NC3CCCC3)c2=O)CCCC4)c(OC)c1	9	5	-6	8	14	-1	-5	16
C/C(=N\NC(=O)c1ccc(N)cc1)C1CC1	3	-11	-11	7	12	0	1	10
CC(=O)Nc1ccc2c(c1)nc(CCNC(=O)c1ccccc1)n2C	-7	14	-13	7	6	1	-3	-24
CC1=Nc2cccc([N+](=O)[O-])c2NC(=O)C1	x	0	4	6	x	4	x	x
Cc1cccc(C(=O)OC(C)CN2CCOCC2)c1 (stereo unspecified)	-9	-3	2	15	-12	-10	15	19
CCOC(=O)c1sc(NC(C)=O)c(C(=O)OCC)c1C	-2	3	4	2	1	-11	1	5
CCN(C(=O)COC(=O)CNS(=O)(=O)c1ccc2ccccc2c1)C1CCCCC1	2	-4	-2	6	6	0	0	21
Cc1ccc2c(c1)c(N=NC(N)=S)c(O)n2Cc1ccccc1	1	-3	10	9	-8	11	79*	19
O=C(COC(=O)CNC(=O)c1cc(Cl)cc([N+](=O)[O-])c1)NC(=O)NCc1ccco1	-1	-10	-9	-1	-8	-5	-23	5
CCOC(=O)c1[nH]c(C)c(C(=O)NCC2CCCO2)c1C (stereo unspecified)	-6	8	-4	-10	21	0	-1	5
Cc1cc(C)n(-c2nc3c(c(=O)[nH]c(=O)n3C)n2C(C)C)n1	5	-2	2	-1	-5	5	0	2
Cc1ccc(NC(=O)CC(=O)Nc2ccc(C)cc2C)c(C)c1	8	-17	-29	9	12	-4	5	5
O=C(CC1SC(=NCC2CCCO2)NC1=O)Nc1cccc2ccccc12 (stereo unspecified)	4	-17	-4	-15	6	0	-24	8
O=S(=O)(c1cc(Cl)ccc1Cl)N1CC2CCCN2c2ccc(C(F)(F)F)cc21 (stereo unspecified)	3	1	-1	0	0	8	5	-10
O=C1S/C(=C\c2ccccn2)C(=O)N1Cc1ccccc1F	4	-7	6	6	7	17	2	5
O=C(O)CCCn1cc(NC(=O)COc2ccc(F)cc2)cn1	-15	-9	-7	8	11	5	0	4
CC(=O)c1c(C)n([O-])c2cc(C)ccc2[n+]1=O	13	-1	-16	13	2	2	9	3
COc1ccc(NC(=S)N2CCC(c3ccccc3)C2)cc1 (stereo unspecified)	-90	-1	-4	0	0	-80	-4	-101
O=C(Nc1ncc(Cc2ccccc2)s1)c1cccs1	-173	-5	3	40	2	3	7	-326

# The results go on.
Molecule	Jurkat NFkB inh	EBI2 block	CXCR6 inh	CCR6 antagonist	APJ antag	Gli-Sufu block	UBC13 polyUb	697 NFkB inh
COc1ccc(Cl)cc1NC(=O)C(C)Sc1nncn1C (stereo unspecified)	-20	-1	5	-13	-5	-3	0	-3
NC(=O)c1ccc(SCC(=O)OCC(=O)NCc2cccs2)c([N+](=O)[O-])c1	0	-16	2	11	-10	-7	2	11
O=C(NCc1ccco1)c1cc2sccc2n1Cc1ccccc1	4	5	4	25	-8	-8	-2	3
COc1ccc(S(=O)(=O)NCC(c2ccc3c(c2)OCO3)N2CCN(c3ccccc3)CC2)cc1 (stereo unspecified)	1	11	9	16	24	5	-3	10
Cc1ccc(-c2cc(C(=O)N(C)Cc3cnn(C)c3C)c3cc(Br)ccc3n2)cc1	11	-14	9	12	-11	2	24	18
CN1CC2([N+](=O)[O-])CC=C(OCCO)C([N+](=O)[O-])(C1)C2 (stereo unspecified)	11	-2	-3	1	-6	2	3	14
COc1ccc(CCNC(=O)c2cc(=O)[nH]c3ccccc23)cc1	10	6	2	10	-2	6	3	11
CCN1C(=O)c2cccc3c(NC(=O)c4ccccc4)ccc1c23	-9	-8	8	7	-16	10	-8	26
CCOC(=O)c1ccc(N2C(=O)C3CC=CCC3C2=O)cc1 (stereo unspecified)	-15	-4	-3	-6	-16	-1	-8	-6
Cc1cccc(C(=O)N/C(=C\c2ccco2)C(=O)N2CCCCCC2)c1	9	-5	-1	11	18	-7	2	1
COc1cc(/C=C/c2ccc3cccc(O)c3n2)cc(Br)c1OC	7	10	23	34	21	-23	-12	-202
CCOc1cc(N2CCOCC2)c(OCC)cc1NC(=O)C1=NN(c2cccc(C)c2)C(=O)CC1	-10	24	3	-6	0	7	11	-26
COc1cccc(N2C(=NC(=O)CCc3ccccc3)SC3CS(=O)(=O)CC32)c1 (stereo unspecified)	3	12	2	-1	3	3	0	1
CC(C)C(=O)NC(=S)N1CCc2ccccc21	4	-5	4	10	-12	-5	-7	-29
COc1cc(NC(=O)c2ccno2)cc(C(=O)Nc2cccc(C(F)(F)F)c2)c1	-4	17	-8	-5	5	18	10	18
O=c1[nH]cc(N(CCO)CCO)c(=O)[nH]1	1	-7	2	-1	-5	7	0	12
CCOCCn1c(C)c(C(=O)OCC)c2cc(O)c3ccccc3c21	-22	-17	-18	-7	-27	-1	4	-6
COc1ccc2cc(CCNC(=O)C3CCCC3)c(=O)[nH]c2c1	1	2	0	-1	-11	-5	6	4
Cc1cc(=O)[nH]c(SCC(=O)Nc2ccc(Cl)cn2)n1	-4	-3	8	-1	-11	1	-8	9
COC(=O)CCCN1C(=O)c2cccc3cccc(c23)C1=O	-2	8	-10	-11	-9	-9	5	-1
COc1ccc2nc3oc(C(=O)NC4CCN(Cc5ccccc5)CC4)cc3cc2c1	63*	4	12	20	6	10	58*	-38
O=C(NCCCN1CCOCC1)c1ccc(CS(=O)(=O)c2cccc(C(F)(F)F)c2)o1	16	-4	7	2	15	14	-12	7
Cc1sc2ncnc(NC3CCN(Cc4ccccc4)CC3)c2c1C	53*	2	-6	16	-28	78*	3	-12
O=C(CCNS(=O)(=O)c1ccc(Br)s1)NCc1ccc(F)cc1	-13	5	-3	17	5	1	5	8
Cn1c(SCC2CCCO2)nnc1-c1ccncc1 (stereo unspecified)	6	-1	-1	-13	9	2	15	7
Cc1cc(=O)oc2cc(OCC(=O)OCC(=O)NC(=O)NC(C)C)ccc12	2	2	7	1	-5	-7	-6	-2
CN(C)C(=O)CSc1cccc2cccnc12	4	19	55*	66*	35	15	-3	-19
CCn1cc(CN2CCC(C(=O)Nc3cccc(-c4cccc(Cl)c4)c3)CC2)c(C)n1	4	3	6	25	-45	34	29	0
COc1ccc(S(=O)(=O)N/N=C\c2ccccc2F)cc1	2	3	7	-1	3	-15	-4	26
CC(=O)Nc1cc2oc3ccccc3c2cc1[N+](=O)[O-]	x	-5	4	4	x	-3	x	x

# Additional structures.
Molecule	Jurkat NFkB inh	EBI2 block	CXCR6 inh	CCR6 antagonist	APJ antag	Gli-Sufu block	UBC13 polyUb	697 NFkB inh
Cc1cc(C)c(Cn2c3ccccc3c3cnn(CC(=O)NCc4ccccn4)c(=O)c32)c(C)c1	5	4	10	10	-27	22	13	-2
CCc1ccc(-c2cc(C)no2)cc1S(=O)(=O)N1CCCN(Cc2ccc(F)cc2)C1	19	21	-5	25	-10	31	0	1
CCOC(=O)CC1C(=O)NCCN1S(=O)(=O)c1ccc(F)cc1 (stereo unspecified)	-2	-5	-10	7	10	23	2	14
CSCc1c(C(=O)NCCc2ccccn2)oc2ccccc12	0	5	0	1	13	19	-1	13
O=C(c1ccc2c(c1)OCO2)N1CCN(c2ccccc2)CC1	-8	3	0	-2	14	2	3	-4
CCOC(=O)CN1NC2(CCCCC2)NC1=S	-5	-2	8	-3	5	-6	-8	2
O=C(Nc1ccncc1)Nc1ccc(Cl)cc1Cl	-26	-6	-2	-3	-62	8	-8	10
CN1C[C@@H]2[C@@H]3C(=O)N(C)C(=O)[C@@H]3[C@](Cc3ccccc3)(C1=O)N2C(=O)c1ccc(F)cc1	x	-15	-3	-4	x	-22	x	x
CCc1cc[n+](-c2nc([O-])sc2C=O)cc1	-1	-5	-10	-17	-35	-2	-15	-2
COc1ccc(N2CCN(C(=O)CCNS(=O)(=O)c3ccc(C)cc3)CC2)cc1	-1	2	2	0	2	2	6	24
O=C(NCc1cccs1)C(=O)NCC1OCCCN1S(=O)(=O)c1ccccc1 (stereo unspecified)	9	-10	-1	13	-16	-6	6	-2
Cc1ccc(-n2c(SCC(=O)N/N=C/C=C/c3ccccc3[N+](=O)[O-])nc3ccccc3c2=O)cc1	9	4	10	-2	-10	14	14	17
CCn1cc(Br)c(C(=O)Nc2ccc(F)c(Cl)c2)n1	-30	-9	-6	-5	2	-71	8	-17
COc1cc(OC)cc(-c2nnc(SCC(=O)NCc3cccs3)o2)c1	-3	-6	6	3	17	-4	5	24
CCOc1ccc(S(=O)(=O)N2CCN(C(=O)CCC(=O)N3CCOCC3)CC2)cc1	5	4	-6	4	-10	-7	-5	-25
O=C(c1ccc(Cl)cc1)N1CCN(c2cc(=O)[nH]nc2-c2ccccc2)CC1	-13	5	-7	13	3	8	-8	2
O=C(NCC1CCCO1)c1ccc(C(=O)NCC2CCCO2)cc1 (stereo unspecified)	-4	-1	3	-2	-8	3	2	-12
Cn1nnnc1SCC(=O)N1N=C(c2cccs2)CC1c1cccs1 (stereo unspecified)	0	-11	5	6	-7	-2	-2	0
COc1ccc(CNC(=O)C2CCN(c3nnc(N4CCCC4=O)s3)CC2)cc1	-10	-8	1	-5	-18	-4	0	6

# 4 structures from above, ordered by SMILES length, ascending:
Molecule	Jurkat NFkB inh	EBI2 block	CXCR6 inh	CCR6 antagonist	APJ antag	Gli-Sufu block	UBC13 polyUb	697 NFkB inh
O=C(O)CCCn1cc(NC(=O)COc2ccc(F)cc2)cn1	-15	-9	-7	8	11	5	0	4
CC(=O)Nc1cc2oc3ccccc3c2cc1[N+](=O)[O-]	x	-5	4	4	x	-3	x	x
Cc1cccc(-c2ncc(CN3CCCC(CO)(Cc4cccc(Cl)c4)C3)cn2)c1 (stereo unspecified)	-4	10	15	3	-5	7	-10	17
COc1cc(NC(=O)c2ccno2)cc(C(=O)Nc2cccc(C(F)(F)F)c2)c1	-4	17	-8	-5	5	18	10	18

# Assay outcomes as filed in PubChem BioAssay.
